From PubChem
EBI2 block – EBI2 (human) antagonism | AID 651636 | 0.81% of 360,000 active | EBI2 beta-arrestin recruitment, luminescence, 7a,25-OHC stimulated | P32249 | inhibition, % at 5 µM; in the data active = inhibition above about 38%;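 note: enzyme fragment complementation signal reports receptor beta-arrestin coupling in cells; 0% = agonist plus DMSO wells and 100% = wells without agonist; some results beyond the cut were filed as inactive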
Gli-Sufu antag – Gli-Sufu pathway antagonism. inhibition, % at 5 µM. 0.74% of 340,000 active. Sufu-KO-LIGHT fibroblasts, Gli luciferase reporter luminescence;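 active = inhibition above about 55%, limit read from the data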;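 note: 0% = DMSO-treated cells and 100% = wells with medium but no cells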
APJ antag – APJ receptor antagonism | P35414 | 0.32% of 330,000 active | CHO-K1 APJ beta-arrestin complementation, luminescence | inhibition, % at 20 µM;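 active = inhibition above about 40% at 20 µM, limit read from the data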;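 note: cells challenged with 10 nM apelin-13 agonist together with compound; plate controls were apelin-13 plus DMSO wells for no effect and DMSO wells lacking apelin-13 for full effect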
Target sequence (P35414 whole entry, looked up): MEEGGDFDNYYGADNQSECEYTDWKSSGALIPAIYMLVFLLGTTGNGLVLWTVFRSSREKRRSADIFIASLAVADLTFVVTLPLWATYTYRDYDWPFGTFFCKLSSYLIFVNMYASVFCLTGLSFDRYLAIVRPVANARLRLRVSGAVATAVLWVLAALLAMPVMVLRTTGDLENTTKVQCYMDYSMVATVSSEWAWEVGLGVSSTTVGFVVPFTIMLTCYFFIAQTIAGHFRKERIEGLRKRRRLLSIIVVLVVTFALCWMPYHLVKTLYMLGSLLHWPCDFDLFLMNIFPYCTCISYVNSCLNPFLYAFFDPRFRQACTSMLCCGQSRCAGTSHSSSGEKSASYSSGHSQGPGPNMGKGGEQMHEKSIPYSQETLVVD
APJ agonist – APJ receptor agonism. activation, % at 20 µM. P35414. CHO-K1 APJ PathHunter beta-arrestin, luminescence; 0% DMSO wells, 100% apelin. 0.11% of 330,000 active;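 active = activation more than six SD over the plate average, tested at 20 µM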;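 note: 0% = DMSO alone and 100% = apelin-13 at 10 nM; some results filed as inactive read as strong as hits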
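Test system – PathHunter CHO-K1 APJ (AGTRL-1) beta-arrestin reporter cells · Input – 1000 cells/well · Compound – single test compound dose, 20 µM final, 1% DMSO · Times – compound stimulation 90 min at 25 °C, detection 60 min · Technique – beta-gal luminescence · Read-out basis – APJ–arrestin association signal · Control set – negative DMSO alone, positive Apelin-13 at 10 nM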
ATG4B inhibitor – ATG4B (human) cysteine protease inhibition | Q9Y4P1 | ATG4B cleavage of LC3-PLA2, NBD-HPC fluorescence, 1 h | inhibition, % at 8.33 µM | 0.51% of 340,000 active | AID 504462; in the data active = inhibition above about 40%
Target sequence (Q9Y4P1 whole entry, looked up): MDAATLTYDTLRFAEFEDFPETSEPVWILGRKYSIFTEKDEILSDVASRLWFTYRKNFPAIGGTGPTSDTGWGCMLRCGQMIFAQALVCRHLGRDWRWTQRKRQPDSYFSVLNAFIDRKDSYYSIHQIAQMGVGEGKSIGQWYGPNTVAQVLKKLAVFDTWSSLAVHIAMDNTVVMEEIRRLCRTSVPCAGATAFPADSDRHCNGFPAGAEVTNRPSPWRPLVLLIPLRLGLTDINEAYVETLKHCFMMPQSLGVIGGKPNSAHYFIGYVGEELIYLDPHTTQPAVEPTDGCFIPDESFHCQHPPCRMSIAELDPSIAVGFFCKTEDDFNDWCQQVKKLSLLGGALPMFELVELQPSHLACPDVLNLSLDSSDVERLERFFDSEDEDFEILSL
CXCR6 inh – CXCR6 (human) receptor inhibition; O00574; CHO-K1 PathHunter CXCR6 beta-arrestin, luminescence; inhibition, % at 20 µM; 0.36% of 360,000 active; AID 602244; in the data active = inhibition above about 34%, passing the limit was not always enough;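 note: antagonist mode with CXCL16 agonist at 10 nM final; 0% = 10 nM CXCL16 with DMSO and 100% = unstimulated wells without agonist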
CCR6 antagonist – blocks CCL20-driven beta-arrestin recruitment at human CCR6; CHO-K1 CCR6 PathHunter beta-arrestin, luminescence, CCL20-stimulated; inhibition, % at 20 µM; 0.49% of 340,000 active;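 active = compounds whose inhibition of the agonist-driven luminescence signal at 20 µM reaches about 50%, limit read from the data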;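 note: cells stimulated with CCL20 at 14 nM final; plate controls were DMSO with CCL20 for no effect and DMSO without agonist for full effect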
UBC13 polyUb – inhibitors of human UBC13 polyubiquitin chain formation. AID 485273. 0.47% of 330,000 active. P61088. TR-FRET. inhibition, % at 20 µM; in the data active = inhibition above about 45%, passing the limit was not always enough
Target sequence (P61088 whole entry, looked up): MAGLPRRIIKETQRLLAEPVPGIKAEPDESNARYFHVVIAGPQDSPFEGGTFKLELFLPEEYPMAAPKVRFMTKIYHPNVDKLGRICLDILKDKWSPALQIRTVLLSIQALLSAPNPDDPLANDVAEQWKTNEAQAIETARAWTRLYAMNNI
* hit, by the source's call; . = no result given.

smiles,EBI2 block,Gli-Sufu antag,APJ antag,APJ agonist,ATG4B inhibitor,CXCR6 inh,CCR6 antagonist,UBC13 polyUb
Cc1ccc(-c2nn(-c3ccccc3Cl)cc2C(=O)NCC2CCCO2)cc1 (stereo not drawn),11,-1,11,-5,-8,0,2,-1
O=C(COc1ccc2ccccc2c1Br)NNC(=O)Nc1ccccc1,-1,-1,-6,-6,-12,-10,-7,15
CCCCNS(=O)(=O)c1ccc2nc(-c3cccnc3)cc(C(=O)NCC(OC)OC)c2c1,3,43,-6,-4,9,-13,11,3
NC1=NC[C@H](Cc2ccccc2)N1CC1CCCCC1,-13,34,14,-5,3,-11,4,4
Cc1cc(N2C(=O)C(O)=C(C(=O)c3cc4ccccc4o3)C2c2cccs2)no1 (stereo not drawn),2,9,-11,-3,-3,3,1,-10
NS(=O)(=O)c1cccc(NC(=O)c2cccnc2Oc2ccccc2)c1,-10,1,7,-2,-5,-5,5,-1
COc1ccc2sc(NC(=O)CC(C)C)nc2c1,1,-33,0,2,-8,-1,-1,-9
COCCNC(=S)N1CCN(c2nc3ccccc3s2)CC1,6,1,-15,1,-14,-1,-4,-3
c1ccc2[nH]c(NCCCN3CCOCC3)nc2c1,-2,3,-6,0,-6,2,-1,-22
O=C(Nc1csc(Cl)c1)c1ccccc1,-11,-19,-8,3,-5,2,12,-8
COc1ccc(C2CC(C(C)(C)C)=NN2c2ccc(S(N)(=O)=O)cc2)cc1 (stereo not drawn),6,4,.,.,7,0,24,.
COc1ccc(N2C(N)=C(C#N)C(c3ccsc3)C3=C2CCCC3=O)c(OC)c1 (stereo not drawn),3,8,-11,2,2,-1,-3,-3
CCC(C)c1ccc(OCCn2cc(/C=N/NC(=O)CSc3nnc(C)s3)c3ccccc32)cc1 (stereo not drawn),11,2,-15,-2,-19,4,-5,-3
COc1cccc(NC(=O)Cc2csc(NC(=O)Nc3ccccc3OC)n2)c1,-4,-8,1,-1,-24,6,7,10
O=C(NCCSCc1ccco1)Nc1ccc(Cl)cc1,6,-40,7,-2,33,1,-13,-2
COc1ccc(/C=C(\C#N)C(=O)OCC(=O)NC2CC2)cc1,6,-12,7,0,-4,-3,2,-8
COc1cccc(C2=CC(=O)CC(C)(C)C2)c1,9,-14,3,-2,-2,0,-2,24
COC(=O)c1sc2nc3c(c(-c4cccs4)c2c1N)CCCC3,7,-10,3,-1,32,7,6,18
COC1CCN(C(=O)c2ccc3oc(C(C)C)nc3c2)CC1,-3,-13,18,-2,-4,-5,7,5
COCCn1c(=N)c(C(=O)NCc2ccco2)cc2c(=O)n3cc(C)ccc3nc21,1,-10,-3,-1,3,2,20,-10
Cc1c(/C=N/N=C2\CCC3C4CCc5cc(O)ccc5C4CCC23C)cnn1C (stereo not drawn),21,-1,-24,2,-13,-8,-4,2
O=C(O)CN1C(=O)COc2cc(S(=O)(=O)N3CCCC3)ccc21,-4,-4,5,-2,-5,0,-4,9
Oc1[nH]c2ccccc2c1/C=N/c1nccs1,3,-19,12,-3,-11,10,23,-34
COc1ccc(N2CCN(S(=O)(=O)c3cccc4nsnc34)CC2)cc1,-2,2,-15,-2,2,1,6,2
O=C(NCc1ccccc1CN1CCCC1)c1cc2ccccc2o1,5,14,.,.,0,12,14,.
O=C(C(=O)c1ccc(O)cc1)c1ccccc1,-3,1,5,-2,-3,0,7,-2
O=C(NC(=S)Nc1nc2c(ccc3ccccc32)s1)c1cccs1,-1,3,22,-1,4,10,-6,-21
COc1cc(C(=O)NC2=NCCS2)ccc1OCc1c(C)noc1C,6,0,1,-1,-9,3,-10,1
CSc1ccccc1NC(=O)CN(c1ccccc1)S(=O)(=O)N(C)C,2,0,12,-6,9,10,-4,9
CCN(CC)CCN1c2ccccc2Sc2ccccc21,-6,10,24,-3,6,6,19,4
Cc1ccccc1OCc1nnc(SCC(=O)Nc2ccc(N3CCOCC3)cc2)n1C,2,-2,-3,-4,-5,0,11,-3
O=C(N/N=C/c1ccc[nH]1)c1ccccc1OCc1ccc(F)cc1,-16,-11,-10,-3,32,-5,2,0
Cc1ccc(C(=O)NCCN2C3=NC[C@H](C(C)C)N3C[C@H]2Cc2ccc(O)cc2)cc1Br,3,24,-57,-3,1,13,10,50*
CCOC(=O)c1c(NC(=O)CCS(=O)(=O)c2ccccc2)sc2c1CCN(C)C2,-1,16,14,3,-5,2,13,4
COC(=O)c1ccc2nc(Nc3nc4c(F)cc(F)cc4s3)sc2c1,-7,49,-28,0,-4,-14,-31,16
CC(C)Cn1c(CN2CCN(c3ccccc3F)CC2)nc2c1c(=O)[nH]c(=O)n2C,-5,11,-66,-3,-3,5,5,0
CCc1nnc(NC(=O)Cn2nnc(-c3ccccc3F)n2)s1,-1,-2,18,-4,-8,10,-13,3
COc1ccc(/C(C)=N/NC(=O)CNC(=O)c2ccncc2)cc1,7,7,12,3,0,4,-6,4
COCCCn1c(C23CC4CC(CC(C4)C2)C3)n[nH]c1=S,-6,6,10,-2,0,-23,1,-5
CN(C)c1ccc(NC2=C([N+](=O)[O-])CS(=O)(=O)C2)cc1,1,2,-18,3,-11,-1,-12,-4
CCOP(=O)(c1ccc(N(C)C)cc1)C(O)c1cc(OC)c(OC)c(OC)c1 (stereo not drawn),0,11,12,-3,-3,-1,-1,-3
CC(=O)Oc1cccc(N2C(=O)c3cccc4c([N+](=O)[O-])ccc(c34)C2=O)c1,11,16,-18,3,-2,16,13,-18
Cc1ccc(NS(=O)(=O)c2c(C)nc3sccn3c2=O)cc1C,-9,1,0,0,-13,-4,-5,0
O=C(NC(=S)N1CCCCC1)c1cccnc1,-24,0,3,-4,-5,2,4,-6
COC(=O)c1ccccc1NC(=O)CN1CCN(C(=O)c2ccco2)CC1,3,-5,-1,3,6,4,4,4
c1ccc(-c2nn3c(Cn4cnc5ccccc54)nnc3s2)cc1,3,8,-8,0,-6,4,8,7
COC(=O)c1ccccc1C(=O)c1cccc2ccccc12,14,2,13,1,2,6,14,-5
O=C(Nc1ccccc1)OC(CN1CCCCC1)C(F)(F)F (stereo not drawn),-3,2,13,2,-4,-8,-10,0
COc1cc(-c2cc(-c3nnco3)c3ccccc3n2)cc(OC)c1OC,8,26,-2,-3,-7,0,15,4
COc1cc(/C=C(\C#N)C(=O)NC2CCCCC2C)ccc1OS(=O)(=O)c1ccc(C)cc1 (stereo not drawn),62*,2,4,2,-5,-3,12,-3
Cc1cc2c(cc1C)-c1c(ssc1=Nc1ccc(S(N)(=O)=O)cc1)C(C)(C)N2,53*,0,17,-3,-4,8,32,0
O=C(CCCN1C(=O)c2ccccc2C1=O)N1CCN(c2ccccn2)CC1,3,11,5,1,-8,-5,16,7
Cc1ccc(NS(=O)(=O)c2ccc(CCC(=O)NCc3ccccn3)cc2)cc1,2,8,-7,-1,-8,-1,9,0
O=C(OCC(=O)N1CCc2ccccc2C1)c1ccc(F)cc1Cl,-1,4,13,-7,2,14,13,-1
Cc1ccc(S(=O)(=O)NCC(C)n2cncn2)cc1 (stereo not drawn),-10,16,-5,1,-4,2,20,2
O=C(CO)N/N=C/c1ccccc1F,-7,-2,11,-1,-2,-12,3,-5
Cc1c(NC(=O)CSc2nc(-c3ccco3)cc(C(F)(F)F)n2)c(=O)n(-c2ccccc2)n1C,8,-5,-4,-3,0,-4,4,-2
CC(=O)NC(Cc1ccc(F)c(F)c1)C(=O)NC1CCN(S(=O)(=O)c2ccc(C)cc2)CC1 (stereo not drawn),0,24,17,-1,-6,-7,13,2
S=C(NCCCN1CCN(CCCNC(=S)NC2CCCCC2)CC1)NC1CCCCC1,-7,8,.,.,-3,6,9,.
CC(=O)Nc1ccc(Sc2ncnc3scc(-c4ccccc4)c23)cc1,6,34,-1,-3,4,-2,-6,11

Next section.
smiles,EBI2 block,Gli-Sufu antag,APJ antag,APJ agonist,ATG4B inhibitor,CXCR6 inh,CCR6 antagonist,UBC13 polyUb
CCn1c(COc2ccc3c(c2)CCCC3)nnc1SCC(=O)Nc1ccc(C(=O)OC)cc1,6,-12,-14,-3,9,11,9,-14
O=[N+]([O-])c1ccc(Cl)c(/C=N/NC(=S)Nc2ccccc2)c1,32,4,6,-1,-4,2,-15,-6
O=C(Nc1nccs1)C(c1ccccc1)N1CCCC1 (stereo not drawn),-2,6,-2,-2,-1,9,5,4
COc1ccc(NC(=O)c2cccs2)cc1C(=O)N1CCN(c2ccccc2)CC1,6,-1,-21,-4,-7,9,5,6
Cc1ccccc1-n1cnnc1SCC(=O)N1CCN(c2ccccc2)CC1,1,-6,-9,-1,-4,-9,-2,3
CC(C)Oc1cccc(C(=O)C2CCCN(Cc3cnn(C(C)C)c3)C2)c1 (stereo not drawn),-5,38,17,-4,-5,-7,10,4
Cc1nn(-c2ccccc2)c2c1C(c1ccc(O)c(O)c1)N1C(=N2)C(Nc2ccccc2)=Nc2ccccc21 (stereo not drawn),-1,0,-4,-2,-6,-2,5,-30
Cc1ccc(S(=O)(=O)N2CCN(C(=O)Cn3c(=O)cnc4ccccc43)CC2)c(C)c1,9,11,-4,-1,-3,-4,-2,-6
CC(O)c1nc(C(C)O)n(CC(=O)c2ccccc2)n1 (stereo not drawn),-5,-6,18,2,4,1,8,-3
CCOC(=O)/C=c1\s/c(=C\c2ccc(C#N)cc2)c(=O)n1CC(=O)Nc1cccc(C)c1C,-6,21,-14,0,-5,0,5,-11
O=C(N/C(=C\c1ccc(Br)cc1)c1nc2ccccc2[nH]1)c1ccco1,-1,10,2,-2,7,1,9,-3
O=C(COC(=O)C1CCC1)Nc1ccccc1Sc1ccccc1,-11,-7,-11,-4,4,-4,-2,-1
CC(=O)c1nnn(-c2ccc(F)cc2F)c1C,8,-1,4,-1,6,0,-5,-1
CCOc1ccc(N(CC(=O)N2CCN(c3ccccc3)CC2)S(=O)(=O)c2c(C)noc2C)cc1,4,0,7,2,-6,4,5,1
COc1cc(C2CC(=O)Oc3c(C(CCN4CCOCC4)c4ccc(N(C)C)cc4)c(OC)cc(OC)c32)cc(OC)c1OC (stereo not drawn),4,8,6,3,-3,-1,2,15
Cc1ccc(S(=O)(=O)N2CCC(C(=O)Nc3nnc(-c4ccco4)s3)CC2)cc1,-10,10,-3,2,11,-1,16,-11
Cc1ccc(NS(=O)(=O)c2ccc(NC(=O)N3CCCCC3)cc2)cc1,-3,10,-21,1,-9,-7,-6,-2
COc1ccc(-c2nc(SCC(=O)Nc3cccc(S(N)(=O)=O)c3)n[nH]2)cc1,-2,-15,-13,-4,-9,-17,2,1
CCOC(=O)c1cc(-c2cccs2)nc2onc(C)c12,-14,-3,8,4,-12,2,23,18
COc1ccc(CCNC(=O)CCNC(=O)c2ccc(Br)cc2)cc1OC,-10,-14,4,-3,-13,1,2,-10
O=C(N=C1SC2CS(=O)(=O)CC2N1c1c(Cl)cccc1Cl)C1CC1 (stereo not drawn),-4,-6,16,1,1,-4,2,-5

Full records from above. Values in the order: EBI2 block	Gli-Sufu antag	APJ antag	APJ agonist	ATG4B inhibitor	CXCR6 inh	CCR6 antagonist	UBC13 polyUb
Profile of Cc1nn(-c2ccccc2)c2c1C(c1ccc(O)c(O)c1)N1C(=N2)C(Nc2ccccc2)=Nc2ccccc21 (stereo not drawn) = -1	0	-4	-2	-6	-2	5	-30
Profile of Cc1ccc(S(=O)(=O)N2CCN(C(=O)Cn3c(=O)cnc4ccccc43)CC2)c(C)c1 = 9	11	-4	-1	-3	-4	-2	-6
Profile of O=C(Nc1nccs1)C(c1ccccc1)N1CCCC1 (stereo not drawn) = -2	6	-2	-2	-1	9	5	4
